# Assay outcomes deposited in PubChem by several laboratories.
# phage Ecoli inh = growth loss of phage-infected E. coli, primary screen, RecBCD inhibitor project, absorbance, with phage, HTS; 360,000 tested, 0.26% active; inhibition, % at 11.9 µM; in the data active = inhibition above about 11%
# PKA-R1A act = activators of PKA-R1A holoenzyme, primary screen, biochemical, fluorescence polarization, Cy5-IP20, bovine R1A, mouse PKAc. 340,000 tested, 0.083% active. activation, % at 11.4 µM. PKA-R1A dissociation; scaled: DMSO 0%, 113 µM cGMP 100%. AID 504707, 2011;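 active = percent activation above the mean of all tested compounds plus 3 SD, cut at about 19% in these data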;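 note: higher means more PKAc released from R1A so a rise in polarization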
# OPRM1-OPRD1 ag = agonists of OPRM1-OPRD1 heterodimerization, primary screen, cell-based, luminescence; cells; activation, % at 9.3 µM; AID 504326, 2011; 340,000 tested, 0.3% active; in the data active = activation above about 18%;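 note: 0% = vehicle-treated cells and 100% = reference agonist; values of inactives mirror those of a sister screen read the other way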
# Target sequence (P35372 whole entry, looked up): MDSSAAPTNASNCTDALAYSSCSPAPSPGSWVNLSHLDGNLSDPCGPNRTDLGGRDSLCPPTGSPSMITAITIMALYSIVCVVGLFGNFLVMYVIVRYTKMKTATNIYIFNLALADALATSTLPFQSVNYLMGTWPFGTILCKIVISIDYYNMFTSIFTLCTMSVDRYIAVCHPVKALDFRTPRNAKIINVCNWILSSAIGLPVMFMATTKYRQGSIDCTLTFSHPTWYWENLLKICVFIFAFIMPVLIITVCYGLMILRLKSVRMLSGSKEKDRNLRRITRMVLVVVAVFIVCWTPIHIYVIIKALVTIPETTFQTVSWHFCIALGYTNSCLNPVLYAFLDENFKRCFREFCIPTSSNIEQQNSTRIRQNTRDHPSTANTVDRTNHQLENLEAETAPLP
# Target sequence (P41143 whole entry, looked up): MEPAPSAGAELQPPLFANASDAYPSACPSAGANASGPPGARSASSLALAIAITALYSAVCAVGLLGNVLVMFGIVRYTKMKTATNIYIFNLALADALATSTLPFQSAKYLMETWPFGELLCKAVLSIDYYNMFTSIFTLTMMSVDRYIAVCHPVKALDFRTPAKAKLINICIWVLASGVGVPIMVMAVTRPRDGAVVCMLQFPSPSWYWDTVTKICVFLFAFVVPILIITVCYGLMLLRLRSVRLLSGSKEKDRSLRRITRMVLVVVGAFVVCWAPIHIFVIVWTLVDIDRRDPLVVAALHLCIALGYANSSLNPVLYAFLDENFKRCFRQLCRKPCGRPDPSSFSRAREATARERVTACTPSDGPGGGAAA
# Ecoli viability = E. coli V3065 growth inhibition, primary screen, counter-screen for AddAB inhibitor project, absorbance, OD600. inhibition, % at 11.9 µM. 18 h. 330,000 tested, 0.27% active;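 active = inhibition above the campaign's mean inhibition across all tested compounds plus 3 SD, cut at about 9.9% in these data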;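 note: uninfected addAB+ strain grown without phage in ampicillin broth; 0% = DMSO wells and 100% = ciprofloxacin 0.95 µg/ml wells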
# AddAB inh = growth inhibition of E. coli expressing H. pylori AddAB, primary screen, AddAB inhibitor project, absorbance; inhibition, % at 11.9 µM; 330,000 tested, 0.29% active; AID 435030, 2010; in the data active = inhibition above about 12%;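 note: 0% = vehicle wells of infected cells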
# SUMO Mot1 rescue = yeast Mot1-301 growth rescue at high temperature, primary screen, SUMOylation pathway inhibitor project, S. cerevisiae, ATP luminescence, 38.5C | AID 2716, 2010 | 320,000 tested, 1% active | growth rescue, % at 18.8 µM | S. cerevisiae Mot1-301 growth rescue; percent above DMSO median, 100 means doubled;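 active = every valid replicate shows activation above 250% relative to neutral control wells; inactive = the rest, any valid replicate at or below 250%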;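 note: OY570 slx delta 5 strain wells were the positive control but not used for scaling; some compounds called inactive have numbers as strong as hits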
# Tat transport = E. coli Tat export inhibitors, primary screen, MC4100, TorA-mCherry reporter, fluorescence, single point; inhibition, % at 10 µM; 340,000 tested, 0.036% active; AID 488895, 2010;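 active = mean replicate inhibition at least 50% and at least half of replicates individually reaching 50%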;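 note: exported cargo escapes ClpAP degradation while cytoplasmic cargo is degraded and loses fluorescence; 0% = median of neutral control wells and 100% = median of NaSCN control wells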
# PfHsp90 yeast 2 = growth inhibition of PfHsp90-expressing yeast, primary screen, antimalarial PfHsp90 inhibitor project, S. cerevisiae, BacTiter-Glo luminescence, single point, set 2; BacTiter-Glo ATP, 48 h; yeast lacking PDR1 and PDR3 efflux regulators; inhibition, % at 9.4 µM; 310,000 tested, 0.32% active; AID 504621, 2011;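 active = every replicate shows inhibition above about 80%, whatever the replicate mean, limit read from the data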;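 note: 0% = DMSO neutral controls and 100% = 20 µM radicicol positive controls; yeast relying on Plasmodium falciparum Hsp90 in place of its own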
# PKA-R2B activ = activators of PKA-R2B holoenzyme, primary screen, biochemical, fluorescence polarization, Cy5-IP20, human | 340,000 tested, 0.079% active | activation, % at 11.4 µM | cAMP-dependent protein kinase catalytic subunit beta (Homo sapiens) + cAMP-dependent … | PKA-R2B holoenzyme dissociation; R2B truncated from residue 108, S112A mutant; 0% DMSO only, 100% 113 µM cGMP;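 active = activation above a cutoff set at the mean over all compounds plus 3 SD, cut at about 18% in these data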;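 note: higher means more holoenzyme dissociation and a rise in polarization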
# HTR5A inv ctr = HTR5A inverse agonists in luminescence cell assay, primary screen, counter-screen for OPRM1-OPRD1 heterodimer inverse agonist project, full-deck HTS; 5-hydroxytryptamine receptor 5A (Homo sapiens), P47898; HTR5A cell line, inverse agonism; inhibition, % at 9.3 µM; 340,000 tested, 0.083% active; AID 504634, 2011; in the data active = inhibition mostly above about 23%, no sharp cut-off; inactive = mostly below about 18%;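 note: 0% = cells with DMSO and 100% = no-cell wells with DMSO; some compounds called inactive have numbers as strong as hits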
# Target sequence (P47898 whole entry, looked up): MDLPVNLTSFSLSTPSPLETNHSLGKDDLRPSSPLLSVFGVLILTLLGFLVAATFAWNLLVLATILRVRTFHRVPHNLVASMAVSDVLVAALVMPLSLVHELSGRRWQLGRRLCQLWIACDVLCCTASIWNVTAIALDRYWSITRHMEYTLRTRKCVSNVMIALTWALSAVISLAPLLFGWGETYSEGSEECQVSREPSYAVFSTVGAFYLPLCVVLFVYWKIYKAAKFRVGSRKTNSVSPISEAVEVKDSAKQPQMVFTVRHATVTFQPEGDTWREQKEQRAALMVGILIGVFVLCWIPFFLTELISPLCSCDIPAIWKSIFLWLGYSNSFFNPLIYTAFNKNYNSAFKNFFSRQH
# OPRM1-OPRD1 inv = inverse agonists of MOR-DOR heterodimerization, primary screen, cell-based, luminescence. Mu-type opioid receptor (Homo sapiens) + Delta-type opioid receptor (Homo sapiens), …. cell-based MOR-DOR heterodimer luminescence, inverse agonism. inhibition, % at 9.3 µM. 340,000 tested, 0.21% active. AID 504357, 2011; in the data active = inhibition above about 22%, passing the limit was not always enough;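 note: 0% = cells with DMSO and 100% = wells without cells with DMSO; values of inactives mirror those of a sister screen read the other way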
# Numbers without * were called inactive; nt = no result given.
SMILES,phage Ecoli inh,PKA-R1A act,OPRM1-OPRD1 ag,Ecoli viability,AddAB inh,SUMO Mot1 rescue,Tat transport,PfHsp90 yeast 2,PKA-R2B activ,HTR5A inv ctr,OPRM1-OPRD1 inv
Cc1ccc(S(=O)(=O)N(C)c2ccc(OCC(=O)OCc3cccc(Br)c3)cc2)cc1,-1.9,0.2,-0.6,nt,nt,nt,-5.5,nt,2.0,1.0,2.4
O=S(=O)(c1ccc(OCC(O)CN2CCC(Cc3ccccc3)CC2)cc1)N1CCOCC1 (stereo unspecified),2.5,-8.3,0.0,-1.9,-3.7,29.0,-1.7,-24.4,5.2,6.1,0.1
COc1cc(OC)nc(Oc2ccccc2C(=O)Oc2ccc(Cl)cc2)n1,1.5,-5.8,0.4,1.6,1.7,-16.0,7.4,27.8,-5.7,12.3,-2.2
COc1ccc(Cl)cc1N1CC(c2nc3ccccc3[nH]2)CC1=O (stereo unspecified),2.7,-4.9,-1.3,-0.4,0.9,-6.6,8.2,13.2,-3.1,2.5,6.8
CN(CC(=O)Nc1ccc(F)c(F)c1F)C(=O)C1=COCCO1,1.6,3.5,-0.5,3.1,-1.5,-9.7,2.0,17.8,-3.8,-3.8,1.6
Cn1c(N)c(C(=O)CSc2nnnn2-c2ccccc2)c(=O)n(C)c1=O,2.4,-7.2,-2.4,0.3,2.2,610.4,-16.7,1.5,-0.9,1.0,12.0
Cc1cnc(C(=O)OCC(=O)N2CCC(C)CC2)cn1,2.0,1.0,-1.7,-1.7,1.0,23.1,-10.6,11.5,4.5,-1.5,6.6
CCOC(=O)c1cnn(Cc2ccc(C)cc2)c1N,-0.9,-1.2,0.8,0.0,0.1,-5.8,-8.6,0.1,5.4,2.0,-3.5
CC(C)(C)C(O)(CC#CCN1CCCC1)c1ccccc1 (stereo unspecified),0.8,4.2,-0.5,0.1,3.4,159.5,-2.6,5.2,6.0,-12.6,2.6
COCCN(C(=O)c1ccc(N(C)S(=O)(=O)c2ccc(C)cc2)cc1)c1c(N)n(CC(C)C)c(=O)[nH]c1=O,1.4,2.0,-1.3,nt,nt,nt,-0.1,nt,-5.8,5.5,5.0
O=C(c1ccc2c(c1)OCO2)N1CCN(c2ccccn2)CC1,1.1,-1.9,-2.0,2.0,0.7,-11.7,2.7,-6.3,0.3,11.8,10.4
C=CCn1c(SCC(=O)NC2CCCc3ccccc32)nnc1-c1ccncc1 (stereo unspecified),4.6,-3.7,-1.1,3.4,0.8,53.7,-11.4,-39.9,9.5,-12.4,5.1
Cc1ccc(NC(=O)CCC(=O)OCC(=O)c2ccc(Oc3ccc([N+](=O)[O-])cc3)cc2)c(C)c1,0.5,-6.7,-3.2,-0.1,-1.0,-9.0,-2.2,9.6,-7.5,-7.3,16.2
COc1cc(C(=O)NCCC(=O)NCCCN2CCCCC2C)cc(OC)c1OC (stereo unspecified),nt,-2.0,-2.5,0.0,0.8,10.1,-6.2,4.8,-3.1,9.7,13.3
Cc1cc(CNC(=O)Cc2ccccc2)c2ccccc2n1,0.5,-1.6,3.3,-1.7,4.9,-11.0,-5.6,-3.3,-5.3,-28.8,-17.0
N/C(=N\OC(=O)CC1CCCCC1)c1ccc(Cl)cc1,-1.5,-5.9,1.2,-3.1,-1.9,12.0,0.8,nt,1.4,-19.6,-7.0
CSc1ncc(CN2CCCC(C(=O)c3ccc(C(C)(C)C)cc3)C2)cn1 (stereo unspecified),4.0,-1.9,5.2,-1.6,-0.2,181.3,0.6,12.7,-5.0,-14.9,-35.9
CC(=O)Nc1ccc(S(=O)(=O)N2CCCN(S(=O)(=O)c3ccc(NC(C)=O)cc3)CC2)cc1,1.9,2.3,0.5,-0.2,-0.1,-16.0,0.6,nt,0.9,-3.5,-2.5
COc1ccc(CNS(=O)(=O)NCc2ccc(C)cc2)cc1,2.5,-4.2,1.7,-3.7,-0.8,-4.8,-4.1,-3.2,4.0,-5.5,-12.6
Cc1csc2nc(O)c(C(=O)NCCC3=CCCCC3)c(=O)n12,3.4,-2.9,3.8,-0.4,-0.4,3.6,-9.5,13.5,0.2,-0.2,-24.4
COc1nc(OC)nc(Oc2ccc(Cl)cc2[N+](=O)[O-])n1,0.6,-5.9,-0.7,-0.5,0.0,3.5,5.4,20.7,-0.5,-13.2,4.0
CCC1=NC(c2ccc(OC)cc2)N(O)C1(C)C (stereo unspecified),nt,2.3,-2.7,1.5,-4.2,-12.0,10.8,-1.4,-5.3,-3.8,15.2
CS(=O)(=O)N1CCN(c2ccnc3cc(Cl)ccc23)CC1,4.8,-1.5,-2.2,-0.6,5.7,3.8,-2.6,5.3,-7.1,15.1,11.2
O=C(NCc1cccc(C(F)(F)F)c1)c1ccc2c(c1)OCCO2,2.6,-4.0,0.2,2.8,4.8,5.2,-9.4,-7.0,8.8,-10.3,-1.4
COC(=O)C1=CNC=C(C(=O)OC)C1c1ccc(Cl)cc1,1.8,-1.7,0.0,-3.4,0.0,2.2,-5.0,-23.3,-4.5,12.3,-0.1
CCC(C)Cn1c(S(=O)(=O)O)nc2ccccc21 (stereo unspecified),2.7,-3.3,-0.1,0.1,0.3,nt,4.3,-26.2,5.7,-10.4,0.8
CCOC(=O)c1ccc(N2C(=O)c3n[nH]c(C)c3C2c2ccc(OC)cc2OC)cc1 (stereo unspecified),2.3,-12.9,-0.5,0.0,2.6,5.3,0.7,12.0,-5.1,9.8,2.2
CC(OC(=O)CN(C)S(=O)(=O)c1ccc(Cl)cc1)C(=O)Nc1ncc(Cl)cc1Cl (stereo unspecified),4.3,1.5,-1.0,-1.7,-1.8,-18.0,-5.8,-22.7,-9.8,-6.1,5.1
CCc1cccc(CC)c1NC(=O)COC(=O)CC1c2ccccc2CCN1S(=O)(=O)c1ccccc1 (stereo unspecified),1.7,7.0,0.1,0.9,4.8,-13.5,7.5,15.6,-7.3,8.6,-0.5
Cc1cc2ncc(C(N)=O)cn2n1,4.5,-8.8,-1.5,-1.4,-0.3,9.5,3.2,-0.5,7.7,-1.3,8.0
COc1ccc(C(C)(C)C)cc1NC(=O)C1CC(=O)N(C2CCCC2)C1 (stereo unspecified),1.3,3.1,-2.7,2.1,-0.4,-2.0,4.0,nt,3.6,-0.9,13.5
COc1ccc(-c2ncc(CN3CCC(CO)(Cc4cccc(OC)c4)CC3)cn2)cc1,3.2,-1.3,-0.9,1.1,1.2,-9.2,3.3,1.5,-1.5,-20.3,4.9
CCOC(=O)c1c(S(=O)(=O)NCC(=O)Nc2cc(C)ccc2OC)c(C)n(C)c1C,1.7,-7.8,-2.9,0.2,1.5,-2.4,-0.4,1.7,-1.3,15.7,15.0
CCC(=O)Nc1nc(=S)ss1,1.4,0.7,-0.8,1.3,1.6,-23.1,-4.2,9.7,0.8,12.9,4.3
O=C(NCCCN1CCN(Cc2ccccc2)CC1)c1nnc(Cc2c(F)cccc2Cl)o1,2.2,-18.0,-0.5,-0.4,1.0,-8.2,0.9,nt,-9.4,-14.0,2.1
O=C(COc1ccccc1F)NNC(=O)c1ccc(N2CCCCC2)c([N+](=O)[O-])c1,2.8,-9.3,-1.4,-1.0,1.5,1.7,-1.3,-2.2,-9.6,7.3,8.2
C[C@@H]([C@H](O)c1ccccc1)N(C)C(=S)Nc1ccccc1,-1.1,-0.1,-1.4,nt,nt,-8.5,-3.8,3.4,-1.1,-0.8,6.1
COc1cccc(OC)c1OCC(O)CN1CCN(c2ccc(F)cc2)CC1 (stereo unspecified),-0.4,-10.4,-1.9,0.3,1.0,13.1,6.2,6.4,-6.6,-16.2,8.9
CCN(CC)C(=S)SCC(=O)c1ccc(F)cc1,1.4,0.3,-0.5,-0.8,3.1,-0.3,-3.5,8.2,2.9,2.6,2.7
O=C(CN(Cc1cccs1)C(=O)CSc1nnc(COc2ccccc2)o1)NC1CCCCC1,1.3,0.8,0.9,2.6,0.7,249.4,1.1,-12.6,9.9,-4.5,-5.1
O=C(c1ccco1)N1CCN(c2ncnc3c(-c4ccccc4)nsc23)CC1,2.0,-9.7,-0.4,-0.7,0.9,1.4,-12.8,63.3,-4.2,-11.6,2.6
COc1ccc(OC2C(=O)N(Cc3ccc(F)cc3)C2c2cc(OC)c(OC)c(OC)c2)cc1 (stereo unspecified),0.9,0.7,-2.8,-0.5,0.2,-17.6,2.0,2.5,-11.7,8.7,17.5
Cc1cc(NCCN2CCOCC2)c2ccc3ccccc3c2n1,4.3,-11.1,-0.6,-0.1,-1.1,1.3,0.4,11.8,2.6,10.1,2.9
CCOC(=O)C(C(=O)Nc1nc2ccccc2s1)C1CCCCC1 (stereo unspecified),1.5,-10.7,4.7,-3.0,1.9,23.9,11.9,nt,-14.4,-13.6,-27.5
Cc1ccc(C(=O)O)cc1S(=O)(=O)Nc1ccccc1C(=O)NC1CC1,-0.8,1.2,0.2,nt,nt,nt,-13.1,nt,-7.5,-3.6,-1.1
COc1cc(C(=O)OCC(=O)N2CCCC2)cc2c1OCCO2,3.2,3.1,-3.4,-0.3,0.6,-7.2,-6.6,-20.4,-3.4,-1.1,13.4
O=C(CN1C(=O)c2ccccc2C1=O)N1CCN(c2nnc(-c3ccccc3)c3ccccc23)CC1,1.6,-9.6,-1.4,1.7,2.6,-4.2,-1.6,-47.0,4.4,0.2,7.3
COc1ccccc1C1=CN(Cc2ccccc2)CCC1=O,0.8,-5.4,-2.5,-0.9,1.1,16.0,-4.1,-32.0,-8.7,10.1,11.6
COc1ccc([C@H]2CC(=O)C=C(c3ccnc4ccc(Cl)cc34)C2)cc1,3.4,2.6,6.7,0.9,1.1,23.0,7.7,-9.7,-3.9,-39.7,-36.1
COC(=O)c1[nH]c2ccc(C)cc2c1NC(=O)C(C)N1CCN(C2CCCCC2)CC1 (stereo unspecified),0.1,-4.1,-1.9,-0.2,1.2,nt,9.8,5.0,-0.9,-15.6,10.4

# One compound at a time, from the list above.
# CCOC(=O)C(C(=O)Nc1nc2ccccc2s1)C1CCCCC1 (stereo unspecified) across the screens: phage Ecoli inh = 1.5; PKA-R1A act = -10.7; OPRM1-OPRD1 ag = 4.7; Ecoli viability = -3.0; AddAB inh = 1.9; SUMO Mot1 rescue = 23.9; Tat transport = 11.9; PfHsp90 yeast 2 = nt; PKA-R2B activ = -14.4; HTR5A inv ctr = -13.6; OPRM1-OPRD1 inv = -27.5
# C[C@@H]([C@H](O)c1ccccc1)N(C)C(=S)Nc1ccccc1 across the screens: phage Ecoli inh = -1.1; PKA-R1A act = -0.1; OPRM1-OPRD1 ag = -1.4; Ecoli viability = nt; AddAB inh = nt; SUMO Mot1 rescue = -8.5; Tat transport = -3.8; PfHsp90 yeast 2 = 3.4; PKA-R2B activ = -1.1; HTR5A inv ctr = -0.8; OPRM1-OPRD1 inv = 6.1
